Bioassay records (PubChem)
Tau fluor counter: counter-screen for tau fibril formation inhibitors; 280,000 compounds, 0.93% hits; AID 1463; Potency, µM (doses to about 57.7 µM), inactives show at the highest dose activity change, negative = decrease; tau K18 P301L Alexa594 fluorescence, heparin fibrillization; note: nearly all actives have a fitted effect of over 55% in size
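Human tau K18 P301L (15 uM unlabeled, 0.24 uM Alexa 594-labeled) in 100 mM sodium acetate pH 7 with 20 uM heparin, 6 hr at 37 C. ThT 30 uM added, 1 hr ambient; Alexa 594 FP and total fluorescence read at 555/632 nm.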
aGal spleen mod: inhibits or activates alpha-galactosidase in human spleen homogenate. AID 2107. human spleen homogenate, 4MU-alpha-Gal fluorescence, 40 min. P06280. 240,000 compounds, 0.008% hits. Potency, µM (top dose mostly 80 µM), inactives show at the top dose activity change, negative = inhibition, actives largely listed as inhibitors;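 note: 0% = enzyme with vehicle and -100% = no enzyme basal signal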
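Human spleen homogenate (1 ug) as enzyme source, 4-methylumbelliferyl-alpha-D-galactopyranoside 1 mM final, citrate/phosphate pH 5.0 with 0.01% Tween-20. Compounds 40 min at 37C, NaOH/glycine stop; fluorescence Ex 365/Em 440, Hill-fit AC50.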
TRb-SRC2 inh: TRbeta-SRC2 interaction inhibition; TRbeta-SRC2 peptide binding, fluorescence polarization; receptor liganded with 1 µM T3; Potency, µM (doses to about 106 µM), for the others: at the top dose activity change, negative = inhibition, hits mostly inhibitors; P10828; 280,000 compounds, 0.065% hits;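 note: plate controls were bound peptide for no effect and peptide without receptor for full effect; nearly all actives have a fitted effect of over 50% in size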
Target sequence (P10828 whole entry, looked up): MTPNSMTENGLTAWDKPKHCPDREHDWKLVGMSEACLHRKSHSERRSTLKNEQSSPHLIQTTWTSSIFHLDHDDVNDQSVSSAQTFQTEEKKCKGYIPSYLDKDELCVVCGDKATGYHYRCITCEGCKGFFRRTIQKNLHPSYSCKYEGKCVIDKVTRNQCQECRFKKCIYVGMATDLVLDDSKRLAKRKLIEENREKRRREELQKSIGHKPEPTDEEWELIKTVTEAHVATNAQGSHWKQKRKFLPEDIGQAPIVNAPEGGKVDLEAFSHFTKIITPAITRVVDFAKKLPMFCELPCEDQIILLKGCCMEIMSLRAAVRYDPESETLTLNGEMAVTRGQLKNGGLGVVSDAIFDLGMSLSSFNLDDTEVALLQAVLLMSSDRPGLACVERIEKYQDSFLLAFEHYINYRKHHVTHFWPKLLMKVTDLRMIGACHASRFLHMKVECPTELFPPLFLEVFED
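Assay buffer: 20 mM Tris-HCl, 100 mM NaCl, 10% glycerol, 1 mM EDTA, 0.01% NP-40, 1 mM DTT, 1 uM T3, 5% DMSO; TRb LBD 0.6 uM, Texas Red SRC2 20 nM; FP after 5 hr.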
Tau fibril FP: tau fibrillization inhibition (FP); P10636; K18 P301L tau heparin fibrillization, Alexa594 FP, 6 h; Potency, µM (series often up to 57.7 µM), without a hit: top-dose activity, negative = inhibition, hits mostly inhibitors; 280,000 compounds, 0.39% hits; AID 1468; note: nearly all actives have a fitted effect of over 55% in size
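Recombinant K18 P301L […], labeled with Alexa 594 at 0.24 uM over 15 uM unlabeled; heparin inducer 20 uM final; 37 C, 6 hr; FP endpoint.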
L3MBTL1 inh: blocks human L3MBTL1; Q9Y468; AlphaScreen L3MBTL1–H3K9me1 peptide binding; Potency, µM (highest dose often 57.1 µM), for the others: top-dose activity, negative = inhibition, most hits filed as inhibitors; 230,000 compounds, 0.66% hits; AID 485360; note: nearly all actives have a fitted effect of over 60% in size
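L3MBTL1 (50 nM) pre-complexed 30 min with biotinylated H3(1-15)K9me1 peptide (75 nM), then compounds added for 30 min at room temperature; AlphaScreen streptavidin donor/nickel chelate acceptor beads (10 ug/mL final) read after 30 min dark incubation.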
Tau ThT inhib: inhibitors of human tau fibril formation, thioflavin T binding; recombinant tau K18 P301L (four-repeat tau fragment), heparin-induced fibrillization, ThT fluorescence; Potency, µM (highest dose often 57.4 µM), inactives show top-dose activity, negative = inhibition, hits mostly inhibitors; AID 1460; 270,000 compounds, 2.1% hits; note: nearly all actives have a fitted effect of over 55% in size
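Aggregation was driven by heparin (20 uM final) acting on recombinant tau […] bearing P301L in 100 mM sodium acetate pH 7; fibrils were detected with Thioflavin T.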
ALDH1A1 block: inhibitors of human aldehyde dehydrogenase 1A1; 220,000 compounds, 7.3% hits; Potency, µM (series often up to 75.3 µM), without a hit: top-dose activity, negative = inhibition, hits mostly inhibitors; Purified ALDH1A1, NADH fluorescence, propionaldehyde substrate; AID 1030; P00352; active = well fitted inhibition curve with a large enough effect, not every such curve was filed as active; inconclusive = small, poorly fitted or top-dose-only effect, or another doubt; inactive = no such curve, though single readings can be large or run the other way;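 note: plate controls were no enzyme wells and a reference inhibitor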
Target sequence (P00352 whole entry, looked up): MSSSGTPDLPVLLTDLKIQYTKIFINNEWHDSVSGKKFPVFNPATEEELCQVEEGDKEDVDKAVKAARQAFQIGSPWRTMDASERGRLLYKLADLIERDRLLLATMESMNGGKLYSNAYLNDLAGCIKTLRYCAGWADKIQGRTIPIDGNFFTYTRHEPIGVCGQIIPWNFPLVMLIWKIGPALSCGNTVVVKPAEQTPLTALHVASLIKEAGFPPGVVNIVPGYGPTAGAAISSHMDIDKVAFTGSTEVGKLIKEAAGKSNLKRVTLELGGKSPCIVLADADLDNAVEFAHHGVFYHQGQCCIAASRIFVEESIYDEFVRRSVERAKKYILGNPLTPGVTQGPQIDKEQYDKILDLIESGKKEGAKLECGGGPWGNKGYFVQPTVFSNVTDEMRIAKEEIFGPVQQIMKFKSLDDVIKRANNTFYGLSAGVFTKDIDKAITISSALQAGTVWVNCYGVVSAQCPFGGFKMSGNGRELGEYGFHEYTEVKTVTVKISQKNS
TR SRC2 fluor cs: counter-screen for TRb-SRC2 inhibitors: fluorescence interference; TRb/SRC2 Texas Red total fluorescence interference; Potency, µM (titrated, usually from 106 µM), without a hit: at the highest dose fluorescence change, negative = quenching; 280,000 compounds, 0.29% hits; active = well fitted curve in either direction with a large enough effect; inconclusive = small, poorly fitted or top-dose-only effect
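Human TRβ ligand-binding domain (0.6 uM) and Texas Red SRC2 peptide (20 nM) in Tris buffer with 1 uM T3 and 5% DMSO were incubated with pinned compound for 5 hr at ambient temperature. Total fluorescence was computed as S + 2P (555/632 nm).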
The depositor's hits bear a star; ? = inconclusive; nt = no result given; & = joins results of further samples; [ ] = remark or other dose. Unless noted, calls come from the whole dose curve; as a rule, active = well fitted curve in the direction sought with a large enough effect; inconclusive = small, poorly fitted or top-dose-only effect, or another doubt; inactive = no such curve, though single readings can be large; an effect the other way counts as inactive or inconclusive. Unless noted, % is set by controls: 0 for no effect and ±100 for the full control effect; potency is the fitted concentration of half-maximal effect. Compounds were not picked by outcome. About 8.5% of those tested had a hit in this group.

SMILES | Tau fluor counter | aGal spleen mod | TRb-SRC2 inh | Tau fibril FP | L3MBTL1 inh | Tau ThT inhib | ALDH1A1 block | TR SRC2 fluor cs
CC1C(C#N)=C(N)OC2=C1C(=O)CCC2 (stereo unspecified) | 0.2% | -11.5% | 4.5% | 7.1% | 0.0% | -9.9% | -0.9% | 0.2%
Cc1ccc2oc(=O)c3cnn(CC(=O)N(CCCN4CCOCC4)Cc4ccco4)c3c2c1 | 2.1% | -2.0% | -6.0% | 13.6% | 33.7%[activator] | -3.4% | 3.0% | -4.4%
Cc1c(N)cc[n+](CC(=O)c2ccccc2)c1C | 8.7%[2.34 µM] | 4.9% | -2.4% | 10.2%[2.34 µM] | -1.4% | -3.3% | 1.6% | -1.8%
CN(C)S(=O)(=O)N1CCN(c2ccc([N+](=O)[O-])c(N3CCCCC3)c2)CC1 | -27.4% | 0.1% | -6.7% | 2.9% | -28.8% | ? | 3.98µM* | -0.8%
N#Cc1c(N(CCO)CCO)nc(N)c2c(N)nc3c(c12)CC(=O)N3CC1CCCO1 (stereo unspecified) | -15.3% | 2.9% | -7.0% | -14.5% | 1.3% | ? | nt | -1.9%
CC(C)(C)OC(=O)CNC(=O)c1[nH]cnc1C(=O)N[C@@H](Cc1ccccc1)C(=O)OC(C)(C)C | -29.1% | -1.9% | 1.2% | ? | nt | -3.4% | nt | -1.4%
COc1ccc(-c2nc(SCC(=O)Nc3ccc4c(c3)OCCO4)c(-c3ccc(C)cc3)[nH]2)cc1OC | 7.94µM*[quencher] | nt | 0.0% | 14.4% | nt | ? | nt | -4.0%
CSc1ccc(Cl)c(C(=O)OCC(=O)Nc2ccccc2OC(F)F)c1 | ? | -1.8% | 3.3% | -9.8% | 38.0%[activator] | -14.2% | ? | -0.4%
Cc1ccsc1C(=O)N1CCC(CO)(Cc2ccccc2)CC1 | 7.5%[2.34 µM] | -0.8% | -3.4% | 8.1% | 2.2% | -0.4% | -4.3% | -3.7%
O=C(CNS(=O)(=O)c1cccc2nonc12)NCc1ccc(F)cc1 | -5.7% | 11.1% | -20.0% | -0.3% | 0.8% | -8.6% | ? | 1.5%
COc1ccc(C(=O)SC2=NCCS2)cc1 | 3.7% | 9.7% | -0.1% | 1.5% | -16.8% | 8.2% | -10.0% | -1.1%
CC[N+](CC)(CC)CCOc1cccc(OCC[N+](CC)(CC)CC)c1OCC[N+](CC)(CC)CC | -6.3%&-7.7% | 7.7% | -3.5% | -8.3%&-15.2% | -0.2% | -2.0%&-1.9% | -18.8% | -1.0%
Cc1cc(C)cc(N(CC(=O)NCc2ccco2)C(=O)CCC(=O)Nc2nccs2)c1 | -5.4% | -9.4% | -5.2% | -1.0%[2.34 µM] | 6.9% | -2.6% | 6.7% | -1.3%
COc1ccc(CCNC(=O)C(C)Sc2ccc(C)cc2)cc1OC (stereo unspecified) | -10.8% | 0.0% | -2.7% | -5.9% | 6.8% | -3.4% | 0.3% | -3.9%
NC(=O)c1nsc(C(=O)N(c2ccc(Cl)cc2)C(C(=O)NCC2CCCO2)c2cccs2)c1N (stereo unspecified) | -21.7% | 1.6% | 1.8%[53 µM] | -1.1% | 6.1% | ? | ? | 0.6%[53 µM]
Cc1cc(/C=N/n2cnnc2)c(C)n1-c1ccc2c(c1)OCO2 | -1.5% | -13.2% | 3.0% | 2.6% | -6.4% | -8.0% | ? | -1.4%
CCCCC(=O)OC1CCC2C3CCc4cc(O)ccc4C3CC[C@]12C (stereo partly specified) | ? | 2.6% | -4.4% | ? | nt | ? | -6.3% | -1.1%
CC1=Nn2c(nnc2-c2n[nH]c3c2CCC3)SC1 | 2.6% | -2.8% | -3.6% | 1.7% | 0.0% | -3.1% | 0.8% | 0.8%
Nc1nc(SCC(=O)c2c(N)n(Cc3ccccc3)c(=O)[nH]c2=O)n[nH]1 | -0.8% | 5.9% | 5.9% | -6.2% | nt | 2.2% | nt | 1.8%
CCn1c(SCC(=O)OC)nnc1-c1ccc(C)cc1 | 8.9% | 12.6% | -0.7% | 5.6% | 10.6% | 1.9% | nt | -2.8%
COc1ccc(C(=O)C2CCCN(Cc3sc(N4CCCC4)nc3Cl)C2)c(OC)c1 (stereo unspecified) | -23.4% | 3.2% | -4.4% | -6.4% | -24.0% | ? | ? | -7.7%
C#Cc1ccc(CN2CCN(Cc3ccsc3)C(CCO)C2)cc1 (stereo unspecified) | -3.7% | -1.7% | 2.4% | 6.4% | 10.1% | -0.7% | 2.1% | -8.7%
CCNC(=O)NC(=O)C(C)OC(=O)[C@H](C)NS(=O)(=O)c1c(C)c(C)cc(C)c1C (stereo partly specified) | -18.9% | -8.0% | 1.2% | 12.5% | nt | nt | nt | -1.9%
COc1ccc(C(=O)N2c3ccccc3C(C)(c3ccc(Cl)cc3)CC2(C)C)cc1 (stereo unspecified) | -4.2% | nt | -3.9% | -0.3% | nt | -11.0% | nt | 2.7%
CCCOc1ccc(C2=NNC(c3cccs3)=Nc3ccc(OC)cc32)cc1 | ? | -2.4% | ? | 6.1% | ? | ? | ? | 0.8%
O=CCCCC=O | nt | 0.0% | -0.7% | nt | nt | nt | -1.1% | -2.8%
CCOc1cccc(/C=N/Nc2nc(N3CCCC3)nc(N3CCCC3)n2)c1O | -44.0% | -0.2% | -0.2% | -3.0% | nt | nt | nt | -0.1%
CC1CCC(NC(=O)CCNC(=O)c2ccccc2)CC1 (stereo unspecified) | 6.4% | -6.2% | -6.5% | -6.7% | -9.9% | 5.3% | 7.6% | -0.9%
COC(=O)C1C2C=CC3(CN(Cc4cccs4)C(=O)C13)O2 (stereo unspecified) | -5.9% | 0.5% | 11.3% | -2.9% | 5.3% | -2.8% | -9.8% | 0.3%
COc1cccc(CC2(CO)CCN(Cc3ccc4cccc(F)c4n3)CC2)c1 | -1.9% | 2.0% | -12.5% | 13.2% | -6.0% | -12.3% | 1.9% | -3.9%
CC1(C)OC(=O)C(=Cc2ccc[nH]2)C(=O)O1 | -9.4% | -3.0% | 6.6% | -5.4% | -5.2% | -8.0% | 15.8µM* | -1.3%
CCC(=O)N1CCc2cc(Br)cc(S(=O)(=O)CCC(=O)NCc3ccco3)c21 | -0.4% | -5.8% | -9.2% | 0.1% | -24.4% | -0.2% | -8.0% | 0.3%
CCOC(=O)N/N=C\c1ccc(-c2cccc(C(F)(F)F)c2)o1 | -16.6% | -0.8% | 5.6% | 2.8% | -9.6% | -16.3% | -5.6% | 0.9%
CCCn1c(N)c(Sc2ccccc2)c(=O)n(CCC)c1=O | -25.6% | -7.0% | 1.0% | -5.6% | 2.1% | -17.0% | ? | 2.5%
CCCCNC(=O)N(O)C1N(CCCC)C(=O)N(CC(=O)OC)C1(C)C (stereo unspecified) | 0.7% | 0.8% | -14.3% | 2.7% | 9.1% | -3.4% | 9.0% | -0.1%
COc1ccc(/C=N/NS(=O)(=O)c2ccccc2)cc1OS(=O)(=O)c1ccc(C)cc1 | ? | 1.6% | 10.5% | ? | nt | 3.9% | 7.08µM* | 1.5%
COc1ccc(CCCc2nnc(SCC(=O)Nc3cc(C)c(C)cc3Br)o2)cc1 | -11.5% | 2.7% | 4.4% | 13.8% | 18.2% | -19.7% | -12.3% | -4.3%
Cc1ccc(NC(=S)N(CCCN(C)C)Cc2cc3cc4c(cc3[nH]c2=O)OCO4)c(C)c1 | 3.5% | 11.3% | 1.3% | -1.6% | -14.6% | 1.9% | ? | -1.6%
CCN(CC)S(=O)(=O)c1ccc(C)c(NC(=O)CSc2nc3ccccc3[nH]2)c1 | -26.9% | -14.7% | -2.4%[53 µM] | -15.2% | -12.8% | 1.1% | ? | -0.5%[53 µM]
CC(=O)NC1(C(F)(F)F)C(=O)Nc2c1c(=O)n(C)c(=O)n2C (stereo unspecified) | -5.3% | -1.8% | -5.7% | -2.2% | -10.5% | -9.7% | 5.2% | 0.6%
O=C(NCCCN1CCOCC1)c1cc2c(s1)CCCC2 | 7.7% | 1.8% | -0.3% | 6.0% | nt | -1.5% | -7.6% | -3.9%
COc1ccc(N(C)C(=O)CCS(=O)(=O)c2cccc3nonc23)cc1 | -5.4% | 4.1% | -15.0% | -0.3% | nt | -7.0% | ? | -4.1%
CCN(CC)C(CNS(=O)(=O)c1ccc(Cl)cc1)c1ccccc1 (stereo unspecified) | -3.2% | -11.7% | -6.0% | 0.6% | -0.6% | 3.7% | ? | -0.4%
CC(C)(C)c1ccccc1OCCOCCNCc1ccccc1 | -8.4% | -2.4% | -5.9% | -2.7% | -0.2% | -17.6% | ? | 0.0%
CCOc1cccc(/C(O)=C2/C(=O)C(=O)N(CCN3CCOCC3)C2c2cccnc2)c1 (stereo unspecified) | -0.2% | -5.4% | -2.9% | -4.7% | 2.9% | -12.2% | ? | -1.7%
COC(=O)c1scc(C)c1N/N=C(\C)c1ccc(F)cc1 | -15.9% | 5.4% | -2.2% | -6.8% | nt | -22.7% | -2.2% | 2.8%
COc1ccc(C(=O)c2c(N)c(C(=O)Nc3cccc(OC)c3)c3ccccn23)cc1 | -8.4% | nt | 0.8% | -9.2% | nt | 5.9% | nt | -3.5%

Entries of single compounds, looked up by structure.
Cc1ccc(NC(=S)N(CCCN(C)C)Cc2cc3cc4c(cc3[nH]c2=O)OCO4)c(C)c1 across the screens: Tau fluor counter: 3.5%; aGal spleen mod: 11.3%; TRb-SRC2 inh: 1.3%; Tau fibril FP: -1.6%; L3MBTL1 inh: -14.6%; Tau ThT inhib: 1.9%; ALDH1A1 block: ?; TR SRC2 fluor cs: -1.6%
CC1(C)OC(=O)C(=Cc2ccc[nH]2)C(=O)O1 across the screens: Tau fluor counter: -9.4%; aGal spleen mod: -3.0%; TRb-SRC2 inh: 6.6%; Tau fibril FP: -5.4%; L3MBTL1 inh: -5.2%; Tau ThT inhib: -8.0%; ALDH1A1 block: 15.8µM*; TR SRC2 fluor cs: -1.3%
